Bioassay records deposited in PubChem BioAssay by several laboratories.
TRPML3 agonist = human TRPML3 channel agonists, primary screen, cell-based, HEK293 TRPML3-YFP, Fluo-8 calcium fluorescence, 3 µM; Mucolipin-3 (Homo sapiens), Q8TDD5; 100% = the carbachol control signal; activation, % at 3 µM; hit rate 0.29% among 220,000; AID 1448, 2008;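 active = activation above its plate's cutoff, the mean activation of the plate's test wells plus 3 SD, cut at about 12% in these data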;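 note: 0% = DMSO only wells and 100% = carbachol wells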
Target sequence (Q8TDD5 whole entry, looked up): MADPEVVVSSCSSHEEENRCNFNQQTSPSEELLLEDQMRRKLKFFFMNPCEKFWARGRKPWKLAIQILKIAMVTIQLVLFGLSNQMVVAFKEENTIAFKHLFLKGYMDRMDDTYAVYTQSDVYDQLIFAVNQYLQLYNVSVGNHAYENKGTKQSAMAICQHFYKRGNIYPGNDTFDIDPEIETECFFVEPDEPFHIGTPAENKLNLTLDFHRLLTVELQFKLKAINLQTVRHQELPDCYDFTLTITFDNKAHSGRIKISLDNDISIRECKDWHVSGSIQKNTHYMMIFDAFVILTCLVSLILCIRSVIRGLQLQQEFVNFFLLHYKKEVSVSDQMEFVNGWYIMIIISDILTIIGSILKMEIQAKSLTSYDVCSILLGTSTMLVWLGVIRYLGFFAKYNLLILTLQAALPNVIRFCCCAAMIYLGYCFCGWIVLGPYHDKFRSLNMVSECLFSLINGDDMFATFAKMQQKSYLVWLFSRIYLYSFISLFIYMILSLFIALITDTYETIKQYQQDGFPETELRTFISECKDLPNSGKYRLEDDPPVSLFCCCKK
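system = HEK293 cells stably carrying human TRPML3-YFP | doses = one concentration, 3 µM nominal, 0.3% DMSO | timing = dye loading 1 h 37 °C then 30 min ambient, 125 s read | detection = Fluo-8 calcium dye fluorescence, ex 470-495, em 515-575 nm | benchmarks = high control carbachol 87 µM, low control DMSO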
PPC-1+TRAIL kill = compounds killing PPC-1 cancer cells with TRAIL present, primary screen, TRAIL potentiator project, ATPLite luminescence, uHTS; PPC-1 cells + TRAIL, ATPLite viability luminescence; cell killing (% activity), % at 4 µM; hit rate 0.41% among 220,000; AID 1443, 2008;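 active = cell killing above 50% in the first pass at 4 µM, then a duplicate retest at 5 µM averaging 50% or more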;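 note: plate controls were cells with TRAIL plus DMSO for no effect and medium-only wells lacking cells for full effect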
KCC2 mod = KCC2 cotransporter modulators, thallium flux, primary screen, cell-based, HEK293 KCC2, FluoZin-2 fluorescence, MLSMR; Solute carrier family 12 member 5 (Homo sapiens), Q9H2X9; KCC2 cells, thallium flux FluoZin-2 fluorescence; B-score of Tl+ flux slope (higher = more flux/activation; lower = inhibition) at 10 µM; hit rate 2.2% among 190,000; AID 1456, 2008;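 active = thallium flux slope and its plate-corrected score both differing from the plate sample mean at a set confidence after two filtering rounds, in either direction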;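 note: slope of fluorescence scaled to starting intensity during 10 to 20 s after thallium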
Tb hexokinase = Trypanosoma brucei hexokinase 1 inhibitors, primary screen, biochemical, G6PDH-coupled NADH absorbance, MLSCN library; hit rate 0.11% among 220,000; inhibition, % at 10 µM; hexokinase 1 [Trypanosoma brucei]; recombinant TbHK1, G6PDH-coupled NADH A340;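 active = inhibition of 50% or more in the single-dose primary screen; inactive = inhibition below 50%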
EBV gp42 block = Epstein-Barr virus gp42 inhibitors, primary screen, biochemical, uHTS, fluorescence polarization; AID 1085, 2008; hit rate 0.42% among 220,000; Fluorescence polarization binding assay, mP read-out; inhibition, % (tested at 21.74 µM); in the data active = inhibition above about 50%
Target sequence (Q1HVG2 whole entry, looked up): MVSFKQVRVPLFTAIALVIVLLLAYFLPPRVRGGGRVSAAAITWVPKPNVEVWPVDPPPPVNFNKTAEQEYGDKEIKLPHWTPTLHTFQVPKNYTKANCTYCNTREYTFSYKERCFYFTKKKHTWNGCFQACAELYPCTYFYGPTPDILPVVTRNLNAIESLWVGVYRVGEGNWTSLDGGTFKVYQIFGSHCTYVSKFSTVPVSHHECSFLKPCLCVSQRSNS
TRPN1 ag = zebrafish TRPN1 channel agonists, primary screen, cell-based, HEK293, calcium fluorescence; transient receptor potential cation channel N1 (TRPN1/NompC), Danio rerio; HEK293 zebrafish TRPN1-YFP, Fluo-8 calcium fluorescence; 100% = response to 87 µM carbachol; activation, % at 3 µM; hit rate 0.18% among 220,000; AID 1424, 2008;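 active = activation above its plate's cutoff, the mean activation of test wells on that plate plus 3 SD, cut at about 19% in these data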;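 note: 0% = DMSO alone and 100% = 87 µM carbachol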
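Control set: carbachol 87 µM as high control, DMSO as low control; system: HEK293 stable line with zebrafish TRPN1-YFP; read-out: % activation versus carbachol response; detection: intracellular calcium fluorescence with Fluo-8; doses: single test compound dose, 3 µM nominal, 0.3% DMSO; schedule: dye 1 h 37 °C plus 30 min RT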
Furin inh = human furin inhibitors, primary screen, biochemical, fluorescence intensity | purified furin, fluorogenic substrate cleavage | inhibition, % at 30 µM | hit rate 0.061% among 220,000 | P09958; in the data active = inhibition above about 25%; note: inactives centre near -15
Thrombin inh = human alpha-thrombin inhibitors, primary screen, counter-screen for coagulation protease inhibitor project, biochemical, 1536-well, fluorogenic AMC substrate; Prothrombin (Homo sapiens), P00734; Boc-VPR-AMC fluorogenic substrate cleavage; inhibition, % at 5 µM; hit rate 0.26% among 220,000; AID 1046, 2008;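 active = inhibition at or above 40%; inactive = inhibition below 40%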;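 note: 0% = enzyme with no compound and 100% = wells without enzyme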
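Material: human alpha-thrombin protein. Incubation: reaction at ambient temperature. Technique: fluorescence of released AMC, ex 355 nm, em 460 nm. Control set: no-compound enzyme wells and no-enzyme blanks. Also added: Boc-VPR-AMC substrate, 15 µM final. Buffer or medium: pH 7.5 Tris (50 mM) with NaCl 150 mM, Tween 20 0.05%.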
Calpain2 inh = inhibitors of pig calpain II, primary screen, biochemical, fluorogenic peptide substrate, 1536-well | inhibition, % at 16 µM | purified calpain II, 30 min | AID 1236, 2008 | hit rate 0.37% among 220,000;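 active = inhibition above about 50%, limit read from the data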
Numbers without * were called inactive; i = inactive; . = no result given; [ ] = another dose, or the depositor's remark.

Values run as follows: TRPML3 agonist	PPC-1+TRAIL kill	KCC2 mod	Tb hexokinase	EBV gp42 block	TRPN1 ag	Furin inh	Thrombin inh	Calpain2 inh
- O=C(NCCc1ccccc1)c1ccc(-c2ccccc2Cl)o1
  -0.8	-14	-1.8	6	-15	-1.2	-12	-3	20
- COc1ccc(CCNC(=O)C2CC(=O)N(c3ccccc3)C2)cc1OC (stereo not drawn)
  -0.3	7	0.89	0	-22	-0.8	-7[20 µM]	4	-15
- CCOC(=O)N1CCC(c2cc(=O)n(-c3ccccc3)[nH]2)CC1
  1.6	0	-0.69	-9	-2	2.6	-31	5	14
- CC[N+](CC)(CC#Cc1ccccc1)CC(=O)c1ccc(Cl)cc1
  -0.1	6	-0.0098	4	-14	-0.6	-8	-6	-9
- CC(C)c1ccc(/C=N/NC(=O)c2ccccc2Cl)cc1
  -0.6	15	-4.4*	3	-2	-1.7	-18	2	12
- COc1cc2c(cc1OC)C(c1cc(OC)c(OC)c(OC)c1)NCC2 (stereo not drawn)
  0.5	19	-0.57	6	-9	0.7	-14[20 µM]	4	19
- O=C(NCCc1ccccc1)C1CCN(S(=O)(=O)c2ccccc2)CC1
  0.7	-4	0.77	-1	-4	0.3	-21[20 µM]	1	13
- CC(C)(C)NS(=O)(=O)c1ccc2nc(NC(=O)Cc3cccs3)sc2c1
  1.1	-12	-0.51	-2	-11	1.1	-7[20 µM]	-4	33
- Cc1ccc(NC(=O)CCSc2nnc(C)s2)cc1
  0.1	30	-0.31	0	-23	0.3	1[20 µM]	0	-8
- CCn1c(SCC(=O)c2cc(C)ccc2C)nc2cc(S(=O)(=O)N3CCOCC3)ccc21
  3.2	9	-0.85	-8	-11	-1.6	-19	4	13
- Cc1ccc2[nH]c(=O)c3cc(C(=O)N(C)Cc4ccco4)sc3c2c1
  0.7	16	-0.45	-30	-6	1.7	-11	-2	-308
- Cc1ccc2sc(-c3ccc(NC(=O)/C=C\C(=O)O)cc3)nc2c1
  1.1	44[5 µM]	1.2	-5	-10	1.1	-16	-6	i
- O=C(Nc1nc(-c2cccs2)c(C(=O)C(F)(F)F)s1)c1ccco1
  1.3	26	-0.16	-13	2	0.8	-19	-2	-1
- COc1ccc(C(=O)NCC(=O)OCC(=O)c2ccc3c(c2)NC(=O)CO3)cc1
  0.4	10	0.17	-2	-16	0.3	-22	-4	-15
- C/C(=N/NC(=O)c1cc(-c2ccc(Br)s2)[nH]n1)c1ccco1
  0.5	10	3.3	-5	-30	0.6	-9	2	-16
- Cc1ccc(S(=O)(=O)N(C)C)cc1NC(=S)NCCCn1ccnc1
  0.9	6	1.2	-1	-14	1.5	-35	0	-7
- O=c1oc2cc(OCc3ccc(F)cc3F)ccc2cc1-c1ccc2ccccc2n1
  0.7	19	0.41	4	-14	1.5	-6	-24	-111
- O=C1N(Cc2cccnc2)C[C@@H]2C[C@@H](c3cccc(OCc4ccccc4)c3)N3CCC[C@@]123
  0.6	-8	.	-2	5	-0.4	-27	-1	-22
- Cc1cc(C(=O)N/N=C/c2ccc(-c3ccc(C)c(Cl)c3)o2)n[nH]1
  0.4	8	-0.32	-27	-15	-0.2	-13	-3	-56
- Cc1ccc(C(=O)N/C(=C/c2ccccc2)C(=O)NCc2ccncc2)cc1
  0.8	16	.	-7	-6	1.9	-19	-6	-16
- O=C(CSc1nnc(NC(=O)c2ccccc2Cl)s1)Nc1ccc2c(c1)oc1ccccc12
  0.7	35	1	0	-14	-0.4	-7	-9	-51
- CC(C)(CNC(=O)C1CCCC1)CNC(=O)C1CCCC1
  0.8	-8	0.63	-5	7	0.8	-15[20 µM]	-6	-9
- COC(=O)C1=C(C)N(CC2CCCO2)C(=O)/C1=C\c1ccc(O)cc1 (stereo not drawn)
  0.7	22	0.016	-23	13	0.1	-2[20 µM]	-3	12
- COc1ccc(NC(=S)N(CCCN2CCOCC2)Cc2ccco2)cc1
  0.2	13	0.025	-1	-5	0.1	-26	-1	-1
- O=C(c1ccco1)N1CCN(CC(=O)N(C2CCCCC2)C2CCS(=O)(=O)C2)CC1 (stereo not drawn)
  0.5	6	0.55	3	-9	2.1	-25[20 µM]	-4	10
- O=C(c1coc2ccc(O)cc12)C1CC1
  -0.8	9	-0.39	3	-15	-0.7	-16	-1	-24
- CC(=O)N=Cc1c(C)c(C#N)c(=O)n(C)c1O
  0.7	-21	-0.013	-41	-4	-0.3	-5	-3	-3
- Cn1c(NC(=O)C2CCCO2)cc(=O)n(C)c1=O (stereo not drawn)
  0.2	-4	0.038	2	3	1.5	-20	2	20
- CCOc1ccccc1-c1nc(SCC(=O)O)n[nH]1
  0.1	-11	0.057	5	-22	-1.0	-24	-7	11
- CC(=O)N1CCN(c2ccc(NC(=O)C(C)Oc3ccc(Cl)cc3Cl)cc2)CC1 (stereo not drawn)
  0.0	-7	.	-11	-20	0.6	1[20 µM]	6	-21

The closing 3 entries of the section above lead into the next.
Values run as follows: TRPML3 agonist	PPC-1+TRAIL kill	KCC2 mod	Tb hexokinase	EBV gp42 block	TRPN1 ag	Furin inh	Thrombin inh	Calpain2 inh
- Cn1c(NC(=O)C2CCCO2)cc(=O)n(C)c1=O (stereo not drawn)
  0.2	-4	0.038	2	3	1.5	-20	2	20
- CCOc1ccccc1-c1nc(SCC(=O)O)n[nH]1
  0.1	-11	0.057	5	-22	-1.0	-24	-7	11
- CC(=O)N1CCN(c2ccc(NC(=O)C(C)Oc3ccc(Cl)cc3Cl)cc2)CC1 (stereo not drawn)
  0.0	-7	.	-11	-20	0.6	1[20 µM]	6	-21
- CCNC(=S)N1CCN(C(c2ccccc2)c2ccccc2)CC1
  -0.7	16	0.11	-1	-19	-1.2	-15[20 µM]	-2	-11
- CCO[C@@H]1OC(C(=O)N2CCOCC2)=C[C@H](C2CC2)[C@H]1CCCO
  0.0	11	-0.083	-12	-15	-1.3	-8	-4	19
- COc1ccccc1C1/C(=C(/O)c2ccc(OC(C)C)cc2)C(=O)C(=O)N1c1cc(C)on1 (stereo not drawn)
  -0.8	-11	.	-19	0	-1.5	5	-1	-175
- CCOC(=O)c1sc(N)nc1C(C)C
  -0.3	23	0.29	3	-1	-1.1	-8[20 µM]	-4	-6
- COC(=O)c1ccccc1NC(=O)c1ccc2c(c1)C(=O)N(Cc1ccco1)C2=O
  0.6	.	0.28	-6	.	0.9	-5[20 µM]	.	.
- O=C(N/N=C1\CC2CC=CC12)c1ccc(COc2ccccc2)cc1 (stereo not drawn)
  0.9	26	-2.8	7	-10	0.5	-20	1	0
- C=CCN(CC=C)Cc1c(C)[nH]c2c(C)c(C)ccc2c1=O
  0.5	4	0.73	4	-2	1.0	-4	-10	14
- CSc1cccc(NC(=O)CSc2ccc(Cl)cc2)c1
  0.4	32	.	3	12	-1.0	-12[20 µM]	-1	51*
- Cc1cccc(/C=c2\s/c(=C\C(=O)C(C)(C)C)[nH]c2=O)c1
  0.2	14	12*	-11	4	-0.3	-15[20 µM]	-2	-4
- CCCc1cc(C(=O)Cc2ccc(C(=O)OCC)o2)c(O)cc1O
  0.8	28	-2	-31	-9	-0.1	-9	-6	7
- O=C(CCNS(=O)(=O)c1cccs1)NCc1ccccc1
  0.0	5	.	-3	0	-1.7	-4[20 µM]	-12	-46
- O=C(O)CC(C(=O)OCCOc1ccccc1)N1CCOCC1 (stereo not drawn)
  1.4	6	.	-4	5	1.4	-15[20 µM]	-4	12
- O=c1onc(-c2cccnc2)n1-c1ccccc1F
  0.1	16	.	5	-12	0.5	-18	-6	11
- CC(=O)c1cc2c(cc1NS(=O)(=O)c1ccc(C)cc1)OCCO2
  0.2	1	-0.3	5	-12	-1.4	-25[20 µM]	2	6
- COc1ccc(NC(=S)N2CCN(C(=O)c3ccccc3)CC2)cc1
  0.7	4	-0.024	-1	-23	0.8	-11	3	-7
- Cc1cc(C)c2c(CC(=O)NC(C)C)coc2c1
  -0.5	25	0.61	-1	8	-1.8	-19	-21	-10
- COc1ccc(-c2ccc(=O)n(CC(=O)NCc3ccco3)n2)cc1
  0.0	-23	-1.5	0	-2	0.1	-16	2	-109
- COc1ccc(NC(=O)CC(C)=O)c(OC)c1
  0.7	6	0.015	-4	-9	2.2	-21	-1	-29
- N#Cc1ccc(CSc2nnc(NC(=O)c3ccc4ncsc4c3)s2)cc1
  0.9	17	.	-8	-27	3.5	-30	-2	-58
- O=C(COC(=O)Cc1ccccc1[N+](=O)[O-])NC1CCCC1
  0.6	12	-0.018	4	11	1.1	-14	-4	0
- CSc1ccc(S(=O)(=O)N(CC(=O)NN=C2CCN(C)CC2)c2ccc(C)cc2)cc1
  0.3	1	-0.9	-2	-24	-0.1	-31	12	-43
- Cc1noc(C)c1COc1ccc(C(=O)OCC(=O)OC(C)(C)C)cc1
  5.0	21	-0.031	-4	-10	6.0	-18	0	5
- Cc1cc(C)nc(Nc2ccc(C)c([N+](=O)[O-])c2)n1
  -1.6	12	0.016	-6	-8	-2.1	-22	-5	-29
- COc1ccc(-c2cnnn2-c2ccc(NC(=O)c3ccco3)cc2)cc1OC
  -0.7	9	-2.4	-11	-13	-0.8	-15	-1	-16
